Compound activity from PubChem BioAssay.
Autophagy mod = autophagy modulators in MEF cells, primary screen, imaging, high-content, MEF GFP-LC3; 0.98% of 190,000 active; MEF GFP-LC3 puncta imaging; test concentration mostly 10 µM; calls only at 10 µM (by protocol);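 active means percentage of spot-positive cells more than 3 SD above its plate mean, without a fluorescence outlier flag or 80% toxicity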;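 further: spot-positive cell cutoff set from DMSO-treated cells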
Salmonella PhoP GFP = inhibitors of PhoP regulon expression, primary screen, Salmonella Typhimurium, GFP reporter (AID 1863); S. Typhimurium PhoP-regulated promoter GFP reporter, 4 h; higher % means a stronger effect; one-dose inhibition, % at 50 µM; IC50 in µM for titrated hits; 0.16% of 300,000 active;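 active means inhibition over 29.93%, a cutoff 3 SD above the screen mean, later confirmed by dose response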;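 further: 0% = low Mg2+ inducing control and 100% = high Mg2+ repressing control; strong numbers were not always called active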
bCat nuc transl = modulators of beta-catenin nuclear translocation, primary screen, imaging, HeLa cells, immunofluorescence, high-content. 0.3% of 190,000 active. AID 1665, 2009. nuclear translocation activity, % at 5 µM;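 active means nuclear translocation activity above 50% at 5 µM, with a well cell count of 50 or more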;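 further: per-cell ratio of nuclear to cytoplasmic median beta-catenin stain intensity; plate controls were DMSO negative control for no effect and GSK-3 inhibitor IX positive control for full effect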
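Test system: HeLa cells, endogenous beta-catenin; Compound: single 5 µM dose plus 0.02–20 µM confirmation series; Times: compound exposure 24 h at 37°C; Signal: fluorescence imaging of beta-catenin antibody stain plus DAPI; Read-out: % activation, nuclear-to-cytoplasmic median beta-catenin signal ratio per cell.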
Lipid droplet = inhibitors of hepatocyte lipid droplet formation, primary screen, imaging, high-throughput imaging, BODIPY stain | AID 1656, 2009 | AML12 mouse hepatocytes, oleate lipid droplets | 0.4% of 240,000 active | inhibition, % at 6.5 µM;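 active means lipid droplet intensity inhibited by at least 50%, with more than 500 cells counted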
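Material: mouse AML12 hepatocyte cell line, fixed after treatment; Timing: compound with oleate, overnight; Technique: high-content imaging of BODIPY-stained droplets and DAPI nuclei; Probe or stimulus: oleate, 100 µM final; Dosing: compound at 6.5 µM only.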
T cell modulator = modulators of CD8 T cell-vesicle binding, primary screen, mouse 2C CD8+ T cells, flow cytometry; 2C CD8+ T cell-vesicle binding; stronger effect = lower value; calls only at 7 µM; 0.068% of 330,000 active;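 active means response, share of CD8 T cells binding vesicles, and their 90th percentile fluorescence all below set limits, cut at about 80% in these data, passing the limit was not always enough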
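Incubation: binding step 1.5 h, 37 °C, antibody labelling 20 min, ice; system: murine 2C transgenic CD8+ T lymphocytes; technique: cytometric PE anti-B7-1 and Alexa647 anti-CD8 signals after 1% paraformaldehyde fixation; also added: QL9-charged Drosophila Ld/ICAM-1/B7-1 vesicles; control set: naked versus QL9-loaded vesicles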
MT stabilize HCS = microtubule stabilizers in HeLa cells, primary screen, imaging, high-content imaging | 0.83% of 200,000 active | HeLa tubulin immunostaining HCS, 24 h; share of cells brighter than vehicle mean+2SD | % tubulin-high responders, % at 10 µM;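 active means plate Z-score above 3 for both tubulin-high and condensed-nucleus cell shares, with cell loss under 80%, at 10 µM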;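 further: anti alpha tubulin signal scored within the nucleus-defined area of each cell; some results filed as inactive read as strong as hits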
Dynein cargo inh = inhibitors of GR-EGFP nuclear translocation, primary screen, dynein cargo transport inhibitor project, imaging, high-content, 3617.4 mouse cells; z-score, hits read low; 0.47% of 220,000 active; test concentration mostly 20 µM; stimulated with dexamethasone, 1 µM; stronger effect = lower value; AID 1381, 2008;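 active means plate z-score of nuclear minus cytoplasmic receptor signal below a set negative limit, without overly bright fluorescence or cell loss, cut at about -3.5 in these data, passing the limit was not always enough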;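 further: z-score of nuclear minus cytoplasmic ring GR-EGFP intensity difference per well; some compounds called inactive have numbers as strong as hits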
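medium = tetracycline-free induction medium containing charcoal-stripped FBS | also added = 1.0 µM final dexamethasone stimulus | schedule = 48 h induction, 1 h compound, 30 min dex at 37 °C | technique = fixed, Hoechst-stained cells imaged at 10x for EGFP | measure = GR-EGFP nuclear translocation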
ER stress rescue = rescue of cells from ER stress-induced death, primary screen, 384-well, CSM14.1, thapsigargin, ATP luminescence (AID 1222). CSM14.1 thapsigargin-induced death rescue, ATP luminescence; higher % means a stronger effect. cellular ATP content (survival), % at 20 µM, or EC50 in µM where a hit was titrated. 190,000 tested, under 10 active;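 active means EC50 below 50 µM in the dose-response confirmation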;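 further: death triggered by thapsigargin at about 15 µM added after 2 h compound pretreatment; cell ATP read after overnight thapsigargin exposure of roughly 18 to 22 hours; normalized against plate controls of thapsigargin alone and 5% DMSO vehicle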
Insulin prom up = insulin promoter activators in MIN6 cells, imaging, high-content screening, mouse beta cells; MIN6 insulin promoter-GFP reporter; stronger effect = higher value; z-score at 5 µM; 0.3% of 190,000 active;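 active means z-score above 3 at 5 µM with at least 500 cells counted in the well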
Dynein cargo inh cytoplasmic EGFP = recorded beside Dynein cargo inh, whose call it bears; z-score; measured here: cytoplasmic GR-EGFP intensity; stronger effect = higher value
Dynein cargo inh nuclear GR-EGFP = also measured in Dynein cargo inh; calls as there; z-score; measured here: nuclear GR-EGFP intensity;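 lower value marks the stronger effect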
Dynein cargo inh cell count = second read-out of Dynein cargo inh, no call of its own (marks repeat the call); z-score; measured here: cell count per field
Insulin prom up cell count = recorded beside Insulin prom up, whose call it bears; cell count; measured here: cytotoxicity, nuclei count;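 total cells summed across four imaged fields per well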
Lipid droplet cells 6.5 µM = second read-out of Lipid droplet, no call of its own (marks repeat the call); cell count; measured here: cell count, cytotoxicity flag;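 cells counted across two imaged fields per well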
bCat nuc transl cell count 5 µM = recorded beside bCat nuc transl, whose call it bears; cell count; measured here: cell count, cytotoxicity flag
T cell modulator vesicle-bound % = recorded beside T cell modulator, whose call it bears; double positive events, %; measured here: CD8+ vesicle-bound cell fraction;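 binding gate set so that unloaded-vesicle control wells show 10% double positive cells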
MT stabilize HCS Hoechst-high % = second read-out of MT stabilize HCS, no call of its own (marks repeat the call); % Hoechst-high responders; measured here: nuclear condensation Hoechst responders;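 share of cells brighter than vehicle mean plus two SD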
MT stabilize HCS cytotoxicity % = also measured in MT stabilize HCS; calls as there; toxicity, %; measured here: cytotoxicity by cell density;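 0% = mean cell density of plate MIN control wells and 100% = no cells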
Autophagy mod cell loss 18 h = further read-out of Autophagy mod, marked with its call; toxicity, %; measured here: cell loss, nuclei count;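 cell loss after 18 h compound exposure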
The depositor's hits bear a star.

How did COc1ccc(C(=O)Nc2ccccc2C(N)=O)cc1 do in these assays?
Autophagy mod: inactive; Salmonella PhoP GFP: 10%; bCat nuc transl: -4.5; Lipid droplet: 1; T cell modulator: inactive; MT stabilize HCS: 2.1; Dynein cargo inh: -0.65; ER stress rescue: -0.6%; Insulin prom up: -0.08; Dynein cargo inh cytoplasmic EGFP: -0.27; Dynein cargo inh nuclear GR-EGFP: -0.28; Dynein cargo inh cell count: 0.24; Insulin prom up cell count: 1219; Lipid droplet cells 6.5 µM: 714; bCat nuc transl cell count 5 µM: 1174; T cell modulator vesicle-bound %: 18; MT stabilize HCS Hoechst-high %: 2.0; MT stabilize HCS cytotoxicity %: 0.1; Autophagy mod cell loss 18 h: 0

What do the screens show for `Cc1cc(C(=O)COC(=O)/C=C/c2cccc(F)c2)c(C)n1C`?
Autophagy mod: inactive; Salmonella PhoP GFP: -7%; bCat nuc transl: 1.8; Lipid droplet: 6; T cell modulator: inactive; MT stabilize HCS: 2.6; Dynein cargo inh: 0.02; ER stress rescue: 12%; Insulin prom up: 0.4; Dynein cargo inh cytoplasmic EGFP: -0.33; Dynein cargo inh nuclear GR-EGFP: 0.31; Dynein cargo inh cell count: -0.25; Insulin prom up cell count: 1298; Lipid droplet cells 6.5 µM: 710; bCat nuc transl cell count 5 µM: 1140; T cell modulator vesicle-bound %: 45; MT stabilize HCS Hoechst-high %: 3.5; MT stabilize HCS cytotoxicity %: 11; Autophagy mod cell loss 18 h: -11

How did O=C(CC1C=Cc2ccccc2N1C(=O)c1ccccc1)c1ccccc1 (stereo unspecified) do in these assays?
Salmonella PhoP GFP: -3%; bCat nuc transl: -0.7; Lipid droplet: -6; T cell modulator: inactive; Dynein cargo inh: 0.18; Insulin prom up: 0.35; Dynein cargo inh cytoplasmic EGFP: -0.24; Dynein cargo inh nuclear GR-EGFP: 1; Dynein cargo inh cell count: -0.58; Insulin prom up cell count: 943; Lipid droplet cells 6.5 µM: 838; bCat nuc transl cell count 5 µM: 1324; T cell modulator vesicle-bound %: 36

How did O=C(/C=C/c1cn(-c2ccccc2)nc1-c1ccc2c(c1)OCCO2)NCCO do in these assays?
Autophagy mod: inactive; Salmonella PhoP GFP: 7%; bCat nuc transl: 1.0; Lipid droplet: 8; T cell modulator: inactive; MT stabilize HCS: 3.6; Dynein cargo inh: 1.3; ER stress rescue: -12%; Insulin prom up: -0.66; Dynein cargo inh cytoplasmic EGFP: 2.8; Dynein cargo inh nuclear GR-EGFP: 1.3; Dynein cargo inh cell count: -2.7; Insulin prom up cell count: 1149; Lipid droplet cells 6.5 µM: 640; bCat nuc transl cell count 5 µM: 1073; T cell modulator vesicle-bound %: 56; MT stabilize HCS Hoechst-high %: 5.7; MT stabilize HCS cytotoxicity %: 6.3; Autophagy mod cell loss 18 h: -5

Results for O/N=C1/C2C3CC4C5C3C1C5C1(OCCO1)C42 (stereo unspecified) ?
Autophagy mod: inactive; Salmonella PhoP GFP: -2%; bCat nuc transl: -7.2; T cell modulator: inactive; MT stabilize HCS: 3.2; Dynein cargo inh: -0.62; ER stress rescue: -2.1%; Insulin prom up: 1.9; Dynein cargo inh cytoplasmic EGFP: -0.17; Dynein cargo inh nuclear GR-EGFP: 0.046; Dynein cargo inh cell count: 0.73; Insulin prom up cell count: 1120; bCat nuc transl cell count 5 µM: 996; T cell modulator vesicle-bound %: 21; MT stabilize HCS Hoechst-high %: 2.3; MT stabilize HCS cytotoxicity %: 11; Autophagy mod cell loss 18 h: 23

Results for CCOC(=O)COn1c(=O)c[n+]([O-])c2ccccc21 ?
Autophagy mod: inactive; Salmonella PhoP GFP: -4%; bCat nuc transl: -1.5; Lipid droplet: 4; T cell modulator: inactive; MT stabilize HCS: 1.7; Dynein cargo inh: -0.49; ER stress rescue: 1.1%; Insulin prom up: -1; Dynein cargo inh cytoplasmic EGFP: -0.22; Dynein cargo inh nuclear GR-EGFP: -0.15; Dynein cargo inh cell count: -0.89; Insulin prom up cell count: 823; Lipid droplet cells 6.5 µM: 752; bCat nuc transl cell count 5 µM: 1191; T cell modulator vesicle-bound %: 52; MT stabilize HCS Hoechst-high %: 1.2; MT stabilize HCS cytotoxicity %: 3.2; Autophagy mod cell loss 18 h: 0

What do the screens show for `CCOc1ccc(C(C)=O)cc1CSc1nc(C)cc(C)n1`?
Autophagy mod: inactive; Salmonella PhoP GFP: 4%; bCat nuc transl: -0.6; Lipid droplet: 0; T cell modulator: inactive; MT stabilize HCS: 3.0; Dynein cargo inh: -0.59; ER stress rescue: -0.9%; Insulin prom up: -1.5; Dynein cargo inh cytoplasmic EGFP: -0.17; Dynein cargo inh nuclear GR-EGFP: -0.46; Dynein cargo inh cell count: 0.2; Insulin prom up cell count: 1606; Lipid droplet cells 6.5 µM: 646; bCat nuc transl cell count 5 µM: 1515; T cell modulator vesicle-bound %: 3; MT stabilize HCS Hoechst-high %: 2.1; MT stabilize HCS cytotoxicity %: 5.3; Autophagy mod cell loss 18 h: 5

Results for Oc1ccc(C2C(c3ccccc3)=NN=C(c3ccc(Cl)cc3)N2O)c(O)c1 (stereo unspecified) ?
Autophagy mod: inactive; Salmonella PhoP GFP: 9%; bCat nuc transl: -0.1; T cell modulator: inactive; MT stabilize HCS: 4.0; Dynein cargo inh: -0.72; ER stress rescue: -0.5%; Insulin prom up: -0.43; Dynein cargo inh cytoplasmic EGFP: -0.27; Dynein cargo inh nuclear GR-EGFP: -0.48; Dynein cargo inh cell count: 0.44; Insulin prom up cell count: 1130; bCat nuc transl cell count 5 µM: 591; T cell modulator vesicle-bound %: 47; MT stabilize HCS Hoechst-high %: 3.0; MT stabilize HCS cytotoxicity %: 5.9; Autophagy mod cell loss 18 h: 3

Results for COc1cc2c(cc1OC)-c1cc(OCc3ccccc3Cl)nc(=O)n1CC2 ?
Autophagy mod: inactive; Salmonella PhoP GFP: -6%; T cell modulator: inactive; MT stabilize HCS: 1.9; Dynein cargo inh: 0.48; ER stress rescue: -0.1%; Insulin prom up: 0.22; Dynein cargo inh cytoplasmic EGFP: 0.12; Dynein cargo inh nuclear GR-EGFP: 0.42; Dynein cargo inh cell count: 0.067; Insulin prom up cell count: 894; T cell modulator vesicle-bound %: 15; MT stabilize HCS Hoechst-high %: 1.7; MT stabilize HCS cytotoxicity %: 7.8; Autophagy mod cell loss 18 h: -2

Results for Cc1ccc(OCC(=O)NNc2c3ccccc3nc3ccccc23)cc1 ?
Autophagy mod: inactive; Salmonella PhoP GFP: 10%; bCat nuc transl: 0.6; Lipid droplet: -14; T cell modulator: inactive; MT stabilize HCS: 1.3; Dynein cargo inh: -0.81; ER stress rescue: -1.9%; Insulin prom up: -0.12; Dynein cargo inh cytoplasmic EGFP: -0.29; Dynein cargo inh nuclear GR-EGFP: -0.64; Dynein cargo inh cell count: 0.59; Insulin prom up cell count: 1132; Lipid droplet cells 6.5 µM: 582; bCat nuc transl cell count 5 µM: 931; T cell modulator vesicle-bound %: 42; MT stabilize HCS Hoechst-high %: 2.7; MT stabilize HCS cytotoxicity %: 4.9; Autophagy mod cell loss 18 h: 2

Results for CC(=O)c1cccc(NC(=O)c2c(C)nn(-c3ccccc3)c2Cl)c1 ?
Autophagy mod: inactive; Salmonella PhoP GFP: 3%; bCat nuc transl: 0.6; Lipid droplet: 11; T cell modulator: inactive; MT stabilize HCS: 2.7; Dynein cargo inh: -0.11; ER stress rescue: 1.3%; Insulin prom up: -0.47; Dynein cargo inh cytoplasmic EGFP: -0.16; Dynein cargo inh nuclear GR-EGFP: -0.62; Dynein cargo inh cell count: -0.071; Insulin prom up cell count: 1444; Lipid droplet cells 6.5 µM: 625; bCat nuc transl cell count 5 µM: 1541; T cell modulator vesicle-bound %: 58; MT stabilize HCS Hoechst-high %: 2.0; MT stabilize HCS cytotoxicity %: 8.7; Autophagy mod cell loss 18 h: -4
